Assay outcomes deposited in PubChem by several laboratories.
Bim-Mcl-1: inhibitors of Bim-Mcl-1 interaction, human; Q07820; Bead-based flow cytometry, Bim peptide-Mcl-1 binding; inhibition, % at 10 µM; hit rate 0.1% among 190,000; AID 1009; in the data active = inhibition above about 40%;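 note: 0% = no compound tracer wells and 100% = peptide blocker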
GSH_bead_fluor: compound fluoresces at 488/530 nm on GSH beads | AID 1776 | GSH beads flow cytometry, compound fluorescence 488/530 nm; active compounds read high | hit rate 0.25% among 190,000 | fluorescence (KMESF) at 10 µM; in the data active = fluorescence above about 89;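 note: glutathione beads carrying GST-tagged Bcl family fusion proteins plus one bare bead set; values are compound well signal with DMSO vehicle wells as background; inactives centre near 16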
RGS8-Gao: regulators of human RGS8-Galphao interaction; P09471; multiplexed bead flow cytometry, RGS8-Galphao binding; actives lie on both sides; response (percent of control binding), % at 10 µM; hit rate 0.34% among 220,000; in the data active = response below about 60% or above about 140%; inactive = in between;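 note: Galphao activated as the GDP aluminium fluoride complex binding bead-coupled RGS8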
Target sequence (P09471 whole entry, looked up): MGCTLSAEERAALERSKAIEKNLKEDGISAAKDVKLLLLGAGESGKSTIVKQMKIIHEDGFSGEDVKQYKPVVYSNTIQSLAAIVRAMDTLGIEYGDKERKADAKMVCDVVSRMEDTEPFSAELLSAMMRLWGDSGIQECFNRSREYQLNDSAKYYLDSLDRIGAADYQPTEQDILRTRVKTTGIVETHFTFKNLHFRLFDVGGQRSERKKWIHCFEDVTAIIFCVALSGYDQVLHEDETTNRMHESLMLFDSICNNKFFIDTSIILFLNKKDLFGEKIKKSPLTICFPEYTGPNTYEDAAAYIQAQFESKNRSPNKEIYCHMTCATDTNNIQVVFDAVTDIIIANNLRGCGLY
RGS7-Gao: modulates binding of RGS7 to human Galphao | P09471 | Multiplexed bead flow cytometry; actives lie on both sides | binding response (% of control), % at 10 µM | hit rate 0.35% among 220,000 | AID 1439; in the data active = binding response below about 49% or above about 150%;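 note: fluorescent Galphao held in activated GDP-AlF4 state binding bead-coupled RGS7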
ABCB1_block: blocks JC-1 efflux by human ABCB1 transporter; P08183; CCRF-Adr cells, flow cytometry; inhibition, % at 6.6 µM; hit rate 0.067% among 190,000; AID 1326; in the data active = inhibition above about 40%;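 note: 0% = vehicle and 100% = reference inhibitor; higher value means more JC-1 retained so stronger ABCB1 efflux block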
Avidin_fluor: compound fluoresces at 488/530 nm on avidin beads | compound fluorescence 488/530 nm, flow cytometry; active compounds read high | fluorescence (KMESF) at 10 µM | hit rate 0.38% among 220,000; in the data active = fluorescence above about 47; note: inactives centre near 10
Mcl1-Noxa_inh: Mcl-1/Noxa interaction inhibition; TR-FRET Mcl-1/Noxa peptide binding, 2 h; inhibition, % at 21.7 µM; hit rate 1.5% among 220,000; Q07820;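 active = compounds that cut the protein-peptide binding signal by more than 50% relative to plate controls in a single-dose test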;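 note: His-tagged Mcl-1 with rhodamine Noxa BH3 peptide and terbium anti-His antibody; 0% = Mcl-1 plus Noxa peptide wells and 100% = peptide-only wells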
RGS4-Gao_reg: human RGS4-Galphao interaction regulation. binding response (% of control), % at 10 µM. Multiplexed bead flow cytometry, RGS4-Galphao binding; actives lie on both sides. P09471. hit rate 0.33% among 220,000. AID 1415; in the data active = binding response below about 49% or above about 150%; inactive = in between;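 note: fluorescent Galphao activated with aluminum fluoride binding bead-coupled RGS4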
Mcl1_Bid_PPI: Mcl-1/Bid interaction inhibition; TR-FRET Mcl-1/Bid-Dy647 peptide binding, 1536-well; inhibition, % at 21.7 µM; hit rate 0.97% among 220,000; AID 1021;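 active = compounds that cut the binding signal by more than half at the single screening dose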;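 note: His-tagged Mcl-1 with europium anti-His antibody binding Bid BH3 peptide; 0% = Mcl-1 plus peptide wells and 100% = peptide-only wells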
ABCG2_inh: blocks JC-1 efflux by human ABCG2 transporter; inhibition, % at 6.6 µM; AID 1325; hit rate 0.1% among 190,000; IgMXP3 cells, flow cytometry;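 active = inhibition above 80%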;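 note: 0% = DMSO and 100% = nicardipine control wells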
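System: two drug-resistant human cell lines, ABCG2 and ABCB1; controls: nicardipine high and DMSO low controls; times: 10 min exposure at 25 °C with rotation, no wash; detection: flow cytometry of retained JC-1 fluorescence; read-out basis: percent efflux inhibition, scaled nicardipine 100% to DMSO 0%; doses: one concentration, 6.6 µM final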
The depositor's hits bear a star; & = joins results of further samples. An excerpt, so the mix of outcomes need not match the whole.

SMILES Bim-Mcl-1 GSH_bead_fluor RGS8-Gao RGS7-Gao ABCB1_block Avidin_fluor Mcl1-Noxa_inh RGS4-Gao_reg Mcl1_Bid_PPI ABCG2_inh
CC[C@@H]1C(=O)OC[C@@H]1Cc1cncn1C 0&-2&-1 20&20&65 92&94&99 100&95&100 0.8&0.2 8&5&7 23&15&-4 101&90&100 19&6&7 3&0&1
